Screening data as filed in PubChem BioAssay.
C diff growth – blocks growth of Clostridium difficile; growth activity, negative = inhibition, % at 16 µg/mL (by protocol); Clostridium difficile clinical isolate growth, OD600, 24 h; stronger effect = lower value; AID 1259249; 86,000 tested, 0.25% active;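 active = mean growth activity at or below -80% and every replicate also at or below -80%; inconclusive = mean at or below -80% but some replicate above -80%; inactive = mean growth activity above -80%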;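 also: 0% = DMSO wells and -100% = levofloxacin 16 µg/mL wells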
Tcruzi prolif – T. cruzi proliferation inhibition; T. cruzi beta-gal in NIH3T3, GalScreen luminescence, 90 h; inhibition, % at 8.34 µM; 77,000 tested, 5.9% active;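 active = mean inhibition above about 93%, with at least 55% of replicates each passing it, limit read from the data, passing the limit was not always enough; inconclusive = only one of those two conditions holds; inactive = neither condition holds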
GASC1 inh – blocks human GASC-1 (KDM4C) demethylase activity | Q9H3R0 | GST-KDM4C 2-372, H3K9me3 peptide, LANCE TR-FRET | inhibition, % at 12.5 µM | 96,000 tested, 0.15% active;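 active = mean replicate inhibition above about 25%, with at least 55% of replicates also reaching it, limit read from the data, passing the limit was not always enough; inconclusive = only one of those two conditions met; inactive = neither condition met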
Target sequence (Q9H3R0 2-372 limits assumed): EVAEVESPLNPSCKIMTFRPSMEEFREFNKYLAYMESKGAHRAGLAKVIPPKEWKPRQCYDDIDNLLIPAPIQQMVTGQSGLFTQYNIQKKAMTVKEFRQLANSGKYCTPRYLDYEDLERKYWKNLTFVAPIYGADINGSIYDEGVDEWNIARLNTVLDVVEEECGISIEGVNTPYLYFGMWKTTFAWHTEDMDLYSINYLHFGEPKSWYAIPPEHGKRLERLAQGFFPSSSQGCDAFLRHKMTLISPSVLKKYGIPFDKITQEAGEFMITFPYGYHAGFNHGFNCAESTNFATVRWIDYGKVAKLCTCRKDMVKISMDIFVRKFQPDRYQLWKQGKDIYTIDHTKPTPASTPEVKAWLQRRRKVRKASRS
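System – N-terminal GST-fused human GASC-1 (KDM4C) fragment, residues 2-372 · Input – enzyme final amount 10 nM · Technique – LANCE TR-FRET, Eu antibody, ULight-streptavidin, EDTA, ex 340 nm, em 618/671 nm · Medium – HEPES buffer, pH 7.5, plus ascorbate · Incubation – enzyme reaction 30 min, then detection 60 min, both room temperature · Reagent – H3K9me3 peptide with Fe(II)/2OG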
Pf Dd2 growth – P. falciparum Dd2 growth inhibition | SYBR Green, 72 h; stronger effect = lower value | activity change, % at 10 µM | 94,000 tested, 2.3% active | AID 1159554; in the data active = activity change below about -80%; inconclusive = no clear call, values can overlap the other calls
An asterisk follows results filed as active; ? = inconclusive; . = not tested or not shown; & = joins results of further samples.

SMILES	C diff growth	Tcruzi prolif	GASC1 inh	Pf Dd2 growth
Cc1noc(C)c1S(=O)(=O)Nc1ccc2c(c1)C(=O)N([C@@H](C)CO)C[C@H](C)[C@H](CN(C)Cc1ccc(Cl)c(Cl)c1)O2	14.8	64.4	0.0	-16.6
C[C@H]1CCCCO[C@H](CN(C)S(C)(=O)=O)[C@@H](C)CN([C@@H](C)CO)C(=O)c2cc(NS(C)(=O)=O)ccc2O1	3.3	-21.1	-0.2	32.6
C[C@H]1CN([C@@H](C)CO)S(=O)(=O)c2ccc(-c3ccccc3)cc2O[C@H]1CN(C)S(=O)(=O)c1ccccc1F	4.7	119.0*	-1.0	-44.2
CCCNC(=O)N(C)C[C@@H]1Oc2cc(-c3ccncc3)ccc2S(=O)(=O)N([C@H](C)CO)C[C@H]1C	-2.5	107.2*	0.1	-1.1
C[C@@H]1CN([C@H](C)CO)C(=O)Cc2cc(NC(=O)Nc3ccccc3)ccc2O[C@@H]1CN(C)Cc1ccncc1	9.2	8.6	-1.4	-5.6
O=C(C[C@H]1C[C@@H]2c3cc(NS(=O)(=O)c4ccccc4)ccc3O[C@@H]2[C@H](CO)O1)NC1CCCC1	-0.6	.	2.1	-11.6
C[C@@H]1CN([C@@H](C)CO)C(=O)c2cc(-c3cccnc3)cnc2O[C@H]1CN(C)C	-2.1	-39.0	-0.3	25.9
C[C@@H]1CN([C@H](C)CO)C(=O)c2cccc(NC(=O)c3nc4ccccc4s3)c2O[C@@H]1CN(C)C(=O)Nc1ccccc1	-13.4	37.7	1.3	-50.9
O=C(C[C@H]1CC[C@H]2[C@@H](COC[C@@H](O)CN2C(=O)Cc2ccccc2)O1)NC1Cc2ccccc2C1	12.4&-2.4	7.9	1.7	0.8
C[C@@H]1CCCCO[C@@H](CN(C)S(=O)(=O)c2cccs2)[C@H](C)CN([C@H](C)CO)C(=O)c2cc(NC(=O)Nc3ccccc3)ccc2O1	9.9	112.1*	-1.5	.
Cc1ccc(S(=O)(=O)N[C@H]2CC[C@H](CC(=O)NCc3ccccc3F)O[C@@H]2CO)cc1	-1.8	26.4	1.3	9.2
C[C@@H]1CN([C@H](C)CO)C(=O)Cc2cc(NC(=O)Nc3ccc(C(F)(F)F)cc3)ccc2O[C@@H]1CN(C)C	5.2	.	-1.0	0.7
C[C@@H]1CN([C@@H](C)CO)C(=O)CCCn2cc(nn2)CO[C@H]1CN(C)C(=O)Nc1cccc(C(F)(F)F)c1	2.1&0.2	34.5&46.7	-2.8	1.1&-12.4
Cc1ccc(S(=O)(=O)NCC[C@@H]2CC[C@H](NC(=O)Nc3ccccc3F)[C@H](CO)O2)cc1	-1.8	0.9	-2.9	-7.7
C[C@@H]1CN([C@@H](C)CO)C(=O)c2cc(NC(=O)c3ccncc3)ccc2O[C@@H]1CN(C)S(=O)(=O)c1ccc(F)cc1	1.3	51.5	-0.8	-2.4
COCCNC(=O)C[C@H]1C[C@H]2c3cc(NS(=O)(=O)c4ccc(F)cc4)ccc3O[C@H]2[C@@H](CO)O1	-2.1	-62.2	-2.1	4.6
COc1ccc(NC(=O)N(C)C[C@H]2OCCCC[C@@H](C)Oc3ccc(NS(=O)(=O)c4ccc(Cl)cc4)cc3C(=O)N([C@H](C)CO)C[C@@H]2C)cc1	-10.4	65.8	-0.3	-20.0
C[C@@H]1CN([C@H](C)CO)C(=O)c2cc(C#Cc3ccccn3)cnc2O[C@H]1CN(C)Cc1ccncc1	0.1	106.6*	2.3	8.8
O=C(C[C@H]1CC[C@H](NS(=O)(=O)c2ccc(F)cc2)[C@@H](CO)O1)NCc1ccccc1F	-7.9	.	0.9	16.8
O=C(C[C@H]1C[C@H]2c3cc(NC(=O)Nc4ccccc4F)ccc3O[C@H]2[C@H](CO)O1)NCc1cc(F)ccc1F	-2.2	.	-3.6	-1.9

Structures listed so far with a Cl atom:
SMILES	C diff growth	Tcruzi prolif	GASC1 inh	Pf Dd2 growth
Cc1noc(C)c1S(=O)(=O)Nc1ccc2c(c1)C(=O)N([C@@H](C)CO)C[C@H](C)[C@H](CN(C)Cc1ccc(Cl)c(Cl)c1)O2	14.8	64.4	0.0	-16.6
COc1ccc(NC(=O)N(C)C[C@H]2OCCCC[C@@H](C)Oc3ccc(NS(=O)(=O)c4ccc(Cl)cc4)cc3C(=O)N([C@H](C)CO)C[C@@H]2C)cc1	-10.4	65.8	-0.3	-20.0

(list continues)
SMILES	C diff growth	Tcruzi prolif	GASC1 inh	Pf Dd2 growth
C[C@@H]1CCCCO[C@@H](CN(C)CC2CCCCC2)[C@H](C)CN([C@@H](C)CO)C(=O)c2cc(NC(=O)Nc3ccc(C(F)(F)F)cc3)ccc2O1	-61.5	?	-2.2	-64.1
O=C(C[C@@H]1CC[C@@H]2[C@H](COC[C@H](O)CN2C(=O)C2CC2)O1)NCc1ccccc1Cl	0.4&-1.3	9.8	1.8	5.0
C[C@H](CO)N1C[C@H](C)[C@H](CN(C)C(=O)C2CCCCC2)OCCCC[C@H](C)Oc2ccc(NC(=O)Nc3ccc(C(F)(F)F)cc3)cc2C1=O	-1.2	99.9	0.7	-23.5
O=C(N[C@H]1CC[C@H](CC(=O)N2CCc3ccccc3C2)O[C@H]1CO)C1CCOCC1	.	4.6	-0.4	17.1
Cc1noc(C)c1S(=O)(=O)Nc1ccc2c(c1)C(=O)N([C@@H](C)CO)C[C@@H](C)[C@@H](CN(C)Cc1ccc(C(F)(F)F)cc1)OCCCC[C@H](C)O2	.	102.8*	-1.3	-48.0
CN1C[C@H]2[C@@H](c3ccccc31)[C@@H](CO)N2C(=O)C1CC1	-2.5	24.0	0.6	-8.0
C[C@H]1CCCCO[C@H](CN(C)C)[C@@H](C)CN([C@@H](C)CO)C(=O)c2cc(NC(=O)C3CCCCC3)ccc2O1	-6.0	-36.7	1.4	24.9
O=C([C@@H]1[C@@H](CO)[C@@H]2Cn3c(cccc3=O)[C@H]1N2C(=O)c1ccccn1)N1CCCCC1	7.8	-15.0	-0.4	.
C[C@@H]1CN([C@@H](C)CO)C(=O)c2cc(NC(=O)Nc3ccc(C(F)(F)F)cc3)ccc2O[C@@H](C)CCCCO[C@@H]1CN(C)C(=O)Nc1ccc2c(c1)OCO2	7.1	.	0.7	-69.6
C[C@@H]1CCCCO[C@@H](CN(C)S(=O)(=O)c2ccc(Cl)cc2)[C@@H](C)CN([C@@H](C)CO)C(=O)c2cc(NC(=O)Cc3ccccc3)ccc2O1	2.4	62.3	-4.7	-78.3
O=C(Nc1ccc2c(c1)OCO2)N[C@H]1CC[C@@H](CCNC(=O)C2CCCCC2)O[C@@H]1CO	-3.5	.	0.1	-3.5
C[C@H](CO)N1C[C@H](C)[C@H](CN(C)Cc2ccc(-c3ccccc3)cc2)Oc2ccc(NC(=O)C3CC3)cc2C1=O	-5.3	-4.4	2.6	30.5
CN(C)CC(=O)Nc1ccc2c(c1)[C@H]1C[C@H](CC(=O)NCCN3CCCCC3)O[C@@H](CO)[C@H]1O2	-1.1	.	0.2	35.4
C[C@H]1CN([C@@H](C)CO)C(=O)c2cc(NC(=O)Cn3cnnn3)ccc2O[C@@H]1CN(C)C(=O)Nc1ccc(F)cc1	-0.5	10.2	0.7	5.8
C[C@H]1CN([C@@H](C)CO)S(=O)(=O)c2ccc(C#CC3CC3)cc2O[C@@H]1CN(C)Cc1ccccc1	12.3	111.3*	-2.6	-43.3
CNC[C@H]1Oc2ccc(NS(=O)(=O)c3ccc(OC)cc3)cc2CC(=O)N([C@@H](C)CO)C[C@@H]1C	-5.0	-51.1	3.0	48.4
CCc1csc(N2[C@@H](C#N)[C@H](c3ccc(-c4cccc(F)c4)cc3)[C@@H]2CO)n1	4.2	104.7*	-3.8	-26.9
C[C@@H]1CN([C@@H](C)CO)C(=O)c2cc(/C=C/c3ccccc3)cnc2O[C@@H]1CN(C)Cc1cccc(C(=O)O)c1	-0.3	-12.2	-0.9	16.6
Cc1noc(C)c1S(=O)(=O)N(C)C[C@H]1OCCCC[C@H](C)Oc2ccc(NS(=O)(=O)c3ccc(Cl)cc3)cc2C(=O)N([C@@H](C)CO)C[C@@H]1C	-0.7	94.4	1.1	-50.5
CCN1[C@@H]2c3ccc(C4=CCCC4)c(=O)n3C[C@@H]2[C@@H](CO)[C@@H]1C(=O)NC1Cc2ccccc2C1	6.4	23.3	5.6	-0.7

In the list so far, 4 contain two or more sulfur atoms:
SMILES	C diff growth	Tcruzi prolif	GASC1 inh	Pf Dd2 growth
C[C@H]1CCCCO[C@H](CN(C)S(C)(=O)=O)[C@@H](C)CN([C@@H](C)CO)C(=O)c2cc(NS(C)(=O)=O)ccc2O1	3.3	-21.1	-0.2	32.6
C[C@H]1CN([C@@H](C)CO)S(=O)(=O)c2ccc(-c3ccccc3)cc2O[C@H]1CN(C)S(=O)(=O)c1ccccc1F	4.7	119.0*	-1.0	-44.2
C[C@@H]1CCCCO[C@@H](CN(C)S(=O)(=O)c2cccs2)[C@H](C)CN([C@H](C)CO)C(=O)c2cc(NC(=O)Nc3ccccc3)ccc2O1	9.9	112.1*	-1.5	.
Cc1noc(C)c1S(=O)(=O)N(C)C[C@H]1OCCCC[C@H](C)Oc2ccc(NS(=O)(=O)c3ccc(Cl)cc3)cc2C(=O)N([C@@H](C)CO)C[C@@H]1C	-0.7	94.4	1.1	-50.5

Continuation:
SMILES	C diff growth	Tcruzi prolif	GASC1 inh	Pf Dd2 growth
CO[C@@H]1CC[C@@H]2CCN(C)C(=O)CC3(CCCCC3)CN(C)C(=O)c3cccc(C#N)c3OC[C@@H]1O2	-3.4	-8.2	-1.0	.
CC(=O)N1[C@H](CO)[C@@H](c2ccc(C3=CCCCC3)cc2)[C@@H]1CNC(=O)CN(C)C	-1.8	-16.2	2.2	6.1
CC(C)NC(=O)N(C)C[C@H]1OCCCC[C@@H](C)Oc2ccc(NC(=O)c3ccncc3)cc2C(=O)N([C@H](C)CO)C[C@H]1C	-1.1	4.6	-1.0	.
O=C(Nc1ccccc1)Nc1ccc2c(c1)[C@H]1C[C@H](CC(=O)N3CCOCC3)O[C@@H](CO)[C@H]1O2	-0.4	9.7	1.5	8.0
C[C@H]1CN([C@@H](C)CO)C(=O)c2cccc(NC(=O)c3ccc(-c4nccs4)cc3)c2O[C@@H]1CN(C)C	0.7&-2.6	.	0.8	-22.9
CC(C)NC(=O)Nc1ccc2c(c1)CC(=O)N([C@@H](C)CO)C[C@@H](C)[C@H](CN(C)Cc1ccncc1)O2	1.4	.	1.2	2.6
COc1cccc(S(=O)(=O)N[C@@H]2CC[C@H](CC(=O)NC3Cc4ccccc4C3)O[C@@H]2CO)c1	.	8.0	0.5	-6.2
O=C(C[C@@H]1CC[C@H]2[C@@H](COC[C@H](O)CN2C(=O)Nc2ccc(Cl)c(Cl)c2)O1)NCc1ccc(Cl)cc1	-79.9	83.8	-1.7	-0.9
CN(C)CC(=O)Nc1ccc2c(c1)[C@H]1C[C@H](CC(=O)NCc3cccnc3)O[C@@H](CO)[C@H]1O2	-3.2	12.0	-1.6	15.2
C[C@H]1CCCCO[C@@H](CN(C)S(=O)(=O)c2ccccc2)[C@@H](C)CN([C@@H](C)CO)C(=O)c2cc(NS(=O)(=O)c3cn(C)cn3)ccc2O1	-4.4	-35.5	-1.3	-17.0
C[C@H]1CN([C@@H](C)CO)C(=O)Cc2cc(NC(=O)CCN3CCOCC3)ccc2O[C@@H]1CN(C)CC1CC1	-1.5	-17.8	0.8	2.5
C[C@@H]1CN([C@H](C)CO)C(=O)c2cc(NC(=O)c3ccncc3)ccc2O[C@H]1CN(C)C(=O)Nc1ccc2c(c1)OCO2	.	-6.6	0.3	5.5
CN(C)C(=O)c1ccc(-c2ccc([C@H]3[C@H](CO)N4CCCCN(C(=O)C5CC5)C[C@@H]34)cc2)cc1	0.3	?	-0.6	-77.2
C[C@@H]1CN([C@@H](C)CO)C(=O)c2cc(Br)cnc2O[C@H]1CN(C)C(=O)c1cccnc1	2.2	43.7	-2.5	31.9
C[C@@H]1CN([C@@H](C)CO)C(=O)c2cccc(NS(=O)(=O)c3ccc(Cl)cc3)c2O[C@@H]1CN(C)C(=O)Nc1ccccc1	14.3	69.4	-2.1	-8.8
C[C@@H]1CN([C@@H](C)CO)C(=O)c2cc(NC(=O)C3CCCCC3)ccc2O[C@@H]1CN(C)C(=O)Nc1ccc(F)cc1	3.5	31.2	1.8	-19.4
C[C@@H]1CN([C@H](C)CO)C(=O)c2cc(-c3cccc(C(=O)N(C)C)c3)cnc2O[C@@H]1CN(C)C(=O)Cc1ccccn1	4.6	-6.9	-1.4	6.6
C[C@H]1CN([C@@H](C)CO)C(=O)Cc2cc(NS(=O)(=O)c3cn(C)cn3)ccc2O[C@H]1CN(C)S(=O)(=O)c1cn(C)cn1	-0.5	4.0	1.0	46.6
CC(=O)N(C)C[C@H]1Oc2ncc(-c3ccc(C#N)cc3)cc2C(=O)N([C@H](C)CO)C[C@H]1C	0.5	-11.3	-1.0	15.3
O=C(C[C@H]1CC[C@H](NC(=O)C2CCC2)[C@@H](CO)O1)Nc1nccs1	-1.3	18.7	1.1	12.9
C[C@@H]1CN([C@@H](C)CO)S(=O)(=O)c2ccc(C3=CCCC3)cc2O[C@@H]1CN(C)C(=O)CN(C)C	-1.3	16.2	0.3	-40.9
